T cell HTS: T cell immune modulators affecting CD8 T cell-vesicle binding; 2C CD8+ T cell-vesicle binding, flow cytometry; hits give low values; calls only at 7 µM; hit rate 0.068% among 330,000;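 active means response, share of CD8 T cells binding vesicles, and their 90th percentile fluorescence all below set limits, cut at about 80% in these data, passing the limit was not always enough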
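Incubation: binding step 1.5 h, 37 °C, antibody labelling 20 min, ice; system: murine 2C transgenic CD8+ T lymphocytes; technique: cytometric PE anti-B7-1 and Alexa647 anti-CD8 signals after 1% paraformaldehyde fixation; also added: QL9-charged Drosophila Ld/ICAM-1/B7-1 vesicles; control set: naked versus QL9-loaded vesicles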
West Nile antiviral: West Nile virus antiviral activity, cell-based, CPE readout (AID 1621) | West Nile virus-infected cells, CPE inhibition; higher % means a stronger effect | CPE inhibition, % at 10 µM, or IC50 in µM where a hit was titrated | hit rate 0.02% among 290,000; in the data active means a potency from the dose series; inconclusive means CPE inhibition mostly from about 3.7% at the one dose, without a potency; inactive means the rest, 99 in 100 with CPE inhibition below about 2.2%; further: strong numbers were not always called active
M17LAP inhibition: P. falciparum M17LAP inhibitors, primary screen, biochemical, fluorogenic H-Leu-NHMec substrate, 1536-well (AID 1619); hit rate 0.38% among 220,000; recombinant M17LAP, H-Leu-NHMec fluorogenic kinetic assay; higher % means a stronger effect; one-dose inhibition, % at 30 µM; IC50 in µM for titrated hits;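 active means compound inhibiting the enzyme by more than half at any dose during confirmatory dose-response retesting; inconclusive means strong single-dose inhibitors picked by rank but not retested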;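 further: plate controls were full reaction with DMSO carrier for no effect and no enzyme background for full effect; strong numbers were not always called active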
TNAP activators: stimulation of alkaline phosphatase TNAP activity – biochemical, luminescent, no phosphate acceptor, uHTS, primary screen (AID 1001); purified TNAP, luminescent activation assay, no phosphate acceptor; higher activation fold means a stronger effect; hit rate 0.03% among 200,000; activation fold at 20 µM; hits with a dose series show EC50 in µM; in the data active means activation fold from about 3, or a potency from the dose series; inactive means the rest, 99 in 100 with activation fold below about 1.6; further: many of its hits are not listed in these tables
human PMI inhibition: MPI enzyme activity inhibition – biochemical, fluorescence intensity, coupled assay, primary screen (AID 1209). purified PMI enzyme, coupled fluorescence intensity; higher % means a stronger effect. inhibition, % at 20 µM, or IC50 in µM where a hit was titrated. hit rate 0.42% among 190,000;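 further: plate controls were DMSO vehicle for no effect and wells lacking substrate for full effect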
M1AAP inhibition: malaria alanyl aminopeptidase activity blockers – biochemical, fluorogenic H-Leu-NHMec substrate, 1536-well (AID 1445). recombinant M1AAP, H-Leu-NHMec fluorogenic kinetic assay; higher % means a stronger effect. hit rate 0.42% among 220,000. inhibition, % at 30 µM; hits with a dose series show IC50 in µM;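 active means primary inhibition above the hit cutoff, then over 50% inhibition at one or more dose response concentrations, cut at about 23% in these data, passing the limit was not always enough; inconclusive means conflicting primary data, or primary hits not chosen for dose response; inactive means low primary inhibition, or under 50% at every dose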;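 further: plate controls were DMSO full reaction for no effect and no enzyme background for full effect; strong numbers were not always called active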
RSV CPE inhibition: RSV antiviral activity via CPE protection, HEp-2 cells, primary 10 µM value included (AID 2391) | HEp-2 cells, RSV-induced CPE inhibition; higher % means a stronger effect | CPE inhibition, % at 10 µM, or IC50 in µM where a hit was titrated | hit rate 0.13% among 310,000; in the data active means a potency from the dose series; inconclusive means CPE inhibition mostly from about 23% at the one dose, without a potency; inactive means the rest, 99 in 100 with CPE inhibition below about 21%; further: strong numbers were not always called active
UTI89 phage lysis: protection from phage-mediated lysis, alamar blue read-out – E. coli UTI89, K1F phage, bacterial capsule biogenesis inhibitors (AID 488966). inhibition, % at 100 µM, or IC50 in µM where a hit was titrated. hit rate 0.02% among 340,000. E. coli UTI89 K1F phage lysis, alamar blue, 2 h; higher % means a stronger effect;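 active means phage lysis inhibition, versus mean bacterial control, above a set limit; inconclusive means no clear call, values can overlap the other calls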;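 further: capsule biogenesis inhibitors block K1F phage lysis so surviving cells raise fluorescence; higher fluorescence means more inhibition of phage lysis; actives were called in the ten point dose series up to 300 µM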
PMI inhibition: human PMI inhibitors, high substrate, primary screen, biochemical, fluorescence intensity, high mannose 6-phosphate (AID 1220). recombinant PMI enzyme, coupled fluorescence intensity; higher % means a stronger effect. inhibition, % at 20 µM; hits with a dose series show IC50 in µM. hit rate 0.66% among 190,000
T cell HTS vesicle-bound %: further read-out of T cell HTS, marked with its call; double positive events, %; measured here: CD8+ vesicle-bound cell fraction;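 binding gate set so that unloaded-vesicle control wells show 10% double positive cells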
* = called active by the depositor; i = inactive; ? = inconclusive; / = not tested or not shown; [ ] = remark or other dose. Unless noted, no stated cut-off is given here; in the data, active means inhibition above about 50%; inactive means the rest.

SMILES	T cell HTS	T cell HTS vesicle-bound %	West Nile antiviral	M17LAP inhibition	TNAP activators	human PMI inhibition	M1AAP inhibition	RSV CPE inhibition	UTI89 phage lysis	PMI inhibition
Cc1ccc(C(=O)Nc2sc3c(c2C(=O)O)CCCC3)o1	i	6	-0.3%	/	/	/	/	3.5%	1.3%[50 µM]	/
Cn1c(-c2ccc(F)cc2)cnc1SCC(=O)Nc1ccccc1	i	40	0.6%	3%	1	/	-1%	19%	-0.3%	/
COC(=O)c1ccc(CSc2nnc(NC(=O)C3CC(=O)N(Cc4ccc(C)cc4)C3)s2)cc1 (stereo not drawn)	i	37	-0.2%	6%	1.1	4%	-3%	1.8%	3.8%	6%
Cc1[nH]n(-c2ccccc2)c(=O)c1N=Nc1ccccc1O	/	/	2.4%	9%	0.9	3%	<1µM*	/	2.2%	12%
Cc1cc(C)n2nc(SCCCC(=O)c3ccccc3)nc2n1	i	48	0.5%	1%	1.1	4%	4%	2.2%	0.1%	10%
COc1cccc(CN2CCN(C(=O)CCc3nnc(C4CCCCC4)o3)CC2=O)c1	i	20	-1.2%	7%	/	/	-1%	-0.7%	0.1%	/
Brc1cccc(OCCCCn2cncn2)c1	i	68	0.3%	/	/	/	/	1.7%	1.2%	/
O=C(O)/C=C/c1cn(-c2ccccc2)nc1-c1cccs1	i	58	0.9%	-2%	1.1	1%	6%	3.2%	0.1%	10%
Cc1c(Cl)c([N+](=O)[O-])nn1CCCC(=O)N(Cc1ccccc1)Cc1ccccc1	i	61	-1.0%	2%	1.1	24%	2%	?	-0.2%	10%
COc1nc(N(CC(N)=O)S(=O)(=O)c2ccccc2)nc(C)c1Cl	i	28	0.1%	-9%	1.1	0%	8%	0.8%	0.3%	-9%
CCN1CCN(C(=O)CCc2nnc(CCc3ccccc3OC)o2)[C@@H](C)C1=O	i	24	0.2%	/	/	/	/	1.3%	0.2%	/
Cc1ccc(C(=O)N2c3ccccc3NC(=O)C2C)cc1 (stereo not drawn)	i	53	-0.8%	1%	1	5%	1%	1.0%	-2.8%	8%
O=S(=O)(NCC1CCCO1)c1ccccc1 (stereo not drawn)	i	53	0.0%	/	/	/	/	1.1%	0.0%	/
COc1cc(-c2cc(C(=O)N(C)Cc3ccccc3)c3ccccc3n2)cc(OC)c1OC	i	21	-0.5%	/	/	/	/	1.9%	-0.2%	/
COC(=O)COc1ccc(S(=O)(=O)N2CCc3ccccc3C2)cc1	i	10	-0.6%	5%	1	6%	7%	1.8%	3.1%	-2%

4 entries already listed, sorted by the number in M17LAP inhibition, lowest first:
canonical_smiles	M17LAP inhibition
COc1nc(N(CC(N)=O)S(=O)(=O)c2ccccc2)nc(C)c1Cl	-9%
Cc1cc(C)n2nc(SCCCC(=O)c3ccccc3)nc2n1	1%
Cc1c(Cl)c([N+](=O)[O-])nn1CCCC(=O)N(Cc1ccccc1)Cc1ccccc1	2%
Cn1c(-c2ccc(F)cc2)cnc1SCC(=O)Nc1ccccc1	3%

Further records follow:
SMILES	T cell HTS	T cell HTS vesicle-bound %	West Nile antiviral	M17LAP inhibition	TNAP activators	human PMI inhibition	M1AAP inhibition	RSV CPE inhibition	UTI89 phage lysis	PMI inhibition
Cn1c(=O)c2c(n(C)c1=O)=NC1(CCCCC1)ON=2	i	44	0.2%	-3%	1.1	16%	14%	0.7%	0.3%	11%
C=CCn1c(SCc2cc(=O)n3ccsc3n2)nc2sc(C)c(C)c2c1=O	i	18	-0.8%	/	1.1	7%	/	5.5%	/	16%
O=C(OCc1nnc(-c2ccccc2)o1)c1cn(-c2ccccc2)nc1-c1ccccc1	i	55	-0.5%	5%	1.1	5%	0%	16%	2.5%[50 µM]	7%
CS/C(=N\NC(N)=O)c1ccccc1	i	38	0.0%	12%	1.1	-8%	6%	0.4%	0.8%[50 µM]	-9%
O=C(c1cc(-c2ccccc2O)on1)N1CCCCCC1	i	28	-0.7%	/	/	/	/	2.5%	0.4%	/
COc1cc(/C=C2\SC(=O)N(Cc3ccc(F)cc3)C2=O)cc([N+](=O)[O-])c1O	/	/	-0.9%	11%	0.8	12%	7%	/	-0.6%	2%
Cc1cccc(/C=N/c2sc3c(c2C#N)CCN(Cc2ccccc2)C3)c1O	i	35	-0.5%	13%	1	21%	7%	3.0%	0.3%	16%
O=S(=O)(Nc1ccccc1Cl)c1ccc(F)cc1	i	13	0.2%	10%	1	18%	3%	7.3%	0.6%	8%
CN(C)C(CNC(=O)CSc1nnc(-c2ccco2)o1)c1ccccc1 (stereo not drawn)	i	30	0.2%	13%	/	/	-2%	1.2%	-0.2%	/
CC(=O)N(C)c1ccc(N=Nc2c(C)[nH]n(C(N)=S)c2=O)cc1	i	53	0.5%	3%	1	-2%	19%	0.5%	-0.1%	0%
COc1ccc(-n2c(=S)[nH]c3cc(C(=O)O)ccc3c2=O)cc1	i	23	0.1%	-2%	1.1	-3%	-1%	1.1%	0.9%	5%
O=C(COC(=O)Cc1cn2ccsc2n1)Nc1nc2ccccc2s1	i	63	-0.1%	14%	1	6%	1%	2.1%	-0.3%	5%
CCOC(=O)C1=NNC2(c3ccc(C)cc3)C(=O)N(c3ccc(Cl)cc3)C(=O)C12 (stereo not drawn)	i	44	-0.3%	1%	1.2	18%	6%	1.2%	4.1%	12%
C=CCn1c(COc2ccccc2F)nnc1SCC(=O)N1CC(=O)Nc2ccccc21	i	42	-0.2%	-12%	1.1	1%	3%	3.3%	-3.0%	-1%
O=C(Nc1ccnn1C1CCN(C/C=C/c2ccc(F)cc2)CC1)C1CCCC1	i	63	-0.8%	/	/	/	/	-0.5%	0.6%	/

Full records from above. Order of values: T cell HTS	T cell HTS vesicle-bound %	West Nile antiviral	M17LAP inhibition	TNAP activators	human PMI inhibition	M1AAP inhibition	RSV CPE inhibition	UTI89 phage lysis	PMI inhibition
CC(=O)N(C)c1ccc(N=Nc2c(C)[nH]n(C(N)=S)c2=O)cc1 reads i	53	0.5%	3%	1	-2%	19%	0.5%	-0.1%	0%
C=CCn1c(COc2ccccc2F)nnc1SCC(=O)N1CC(=O)Nc2ccccc21 reads i	42	-0.2%	-12%	1.1	1%	3%	3.3%	-3.0%	-1%
O=C(c1cc(-c2ccccc2O)on1)N1CCCCCC1 reads i	28	-0.7%	/	/	/	/	2.5%	0.4%	/

New compounds follow:
SMILES	T cell HTS	T cell HTS vesicle-bound %	West Nile antiviral	M17LAP inhibition	TNAP activators	human PMI inhibition	M1AAP inhibition	RSV CPE inhibition	UTI89 phage lysis	PMI inhibition
O=C(NCc1ccccn1)C(=O)NCC1OCCN1S(=O)(=O)c1ccc(Cl)cc1 (stereo not drawn)	i	8	-0.3%	/	/	/	/	3.3%	0.1%	/
COc1ccc(-c2nn(-c3ccccc3)cc2C(=O)N2CCOCC2)cc1	i	27	-0.7%	15%	1.1	8%	8%	2.0%	-0.1%	7%
COc1ccc(C(C)=O)cc1CSc1nc(C)cc(C)n1	i	59	0.2%	0%	0.9	3%	1%	-0.1%	-1.3%	6%
COc1cccc(CNCCO)c1OCc1ccccc1	i	36	-0.2%	-4%	1.1	-6%	3%	0.2%	-1.1%	-2%
CN(CCCN1CCCCC1)C(=O)c1cc(COc2ccc(F)cc2F)on1	i	35	-0.9%	/	/	/	/	-0.1%	0.1%	/
CCCCc1cc(=O)oc2c(CN3CCN(C)CC3)c(O)ccc12	i	50	0.4%	/	/	/	/	0.6%	-0.1%	/
O=C(Oc1cccc(NC(=O)c2ccco2)c1)c1cccc(S(=O)(=O)N2CCCCC2)c1	i	19	0.2%	8%	1.1	5%	1%	2.0%	2.4%	1%
CSc1ncccc1C(=O)OCC(=O)Nc1cc(C(F)(F)F)ccc1N1CCOCC1	i	11	0.8%	-2%	1	22%	1%	7.7%	4.8%	21%
CC(C)OC(=O)c1cc2c(ccn2C)n1CC(=O)N(Cc1ccccc1)c1ccc(F)cc1	i	55	-2.0%	5%	1.3	23%	3%	21%	0.9%[50 µM]	32%
C=CCN1C(=O)/C(=C\c2cccc(OC(=O)c3ccco3)c2)SC1=S	i	47	-0.6%	/	/	/	/	2.5%	0.2%	/
CC(=O)N1NC(=Nc2ccccc2)SC1(C)C	i	39	-1.8%	5%	1	20%	-2%	13%	0.3%	31%
NC1=NC[C@H](Cc2ccc(O)cc2)N1CCC12CC3CC(CC(C3)C1)C2	i	32	-0.2%	9%	/	/	-3%	4.9%	4.9%	/
CCCCNC(=O)C1CCC(CNS(=O)(=O)c2c(C)cc(C)cc2C)CC1 (stereo not drawn)	i	39	-1.4%	/	/	/	/	1.0%	0.1%	/
Cc1ccc(-c2nnc(CSc3nnc(COc4ccccc4)n3-c3ccccc3)o2)cc1	i	8	-1.1%	0%	1.1	3%	5%	10%	-0.3%	3%
O=C(N/N=C/c1ccccc1C(=O)O)c1ccc(COc2cccc3cccnc23)cc1	i	60	0.0%	18µM*	1	-11%	7%	-0.5%	0.0%	5%
Cc1cccc2cc(CN(CCN3CCCC3)C(=O)NC3CCCCC3)c(=O)[nH]c12	i	42	-0.3%	2%	1	0%	4%	-0.4%	5.7%	-3%
Cc1nn(-c2ccc(Cl)cc2)c(N)c1C(O)(CSc1nccn1C)C(F)(F)F (stereo not drawn)	i	13	-1.0%	5%	1.1	-6%	9%	-1.3%	-0.1%	10%
CC(C)Sc1nc2ccccc2n1CC(=O)NCc1ccc2c(c1)OCO2	i	40	0.1%	3%	1.1	3%	-8%	-1.8%	0.4%	3%
COc1ccccc1N1CCN(C(=O)CCC(=O)Nc2nnc(CC(C)C)s2)CC1	i	0	-0.4%	/	/	/	/	3.6%	0.1%	/
O=S(=O)(/N=C(/Nc1cc(N2CCOCC2)ncn1)c1ccccc1)c1ccccc1	i	61	0.1%	1%	1.1	5%	5%	0.4%	4.6%	9%
O=c1c2ccccc2nc(SCc2cccc(F)c2)n1Cc1ccco1	i	54	?	-6%	1.2	19%	-2%	10%	0.0%	18%
CC(=O)c1cccc(N2C(=NC(=O)C3CC3)SC3CS(=O)(=O)CC32)c1 (stereo not drawn)	i	12	1.0%	/	/	/	/	1.9%	0.5%	/
COc1ccc2cc(CCNC(=O)c3ccco3)c(=O)[nH]c2c1	i	60	0.1%	/	/	/	/	-0.7%	-0.2%	/
C=CCN(CC=C)C(=O)c1cccc(OC2CCN(S(=O)(=O)N(C)C)CC2)c1	i	62	-1.2%	/	/	/	/	21%	-0.2%	/

Assay outcomes: PubChem, several laboratories
